# PPARg SRC-2 ag – agonists of SRC-2 recruitment by human PPARgamma; AID 1032; 200,000 tested, 0.34% active; activation, % at 8 µM; PPARgamma LBD-SRC-2 recruitment, biochemical; P37231; in the data active = activation above about 22%;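 also: 0% = vehicle and 100% = reference agonist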
# STAT3 activator – increases IL-6 driven STAT3 reporter signal. U3A cells, IL-6 STAT3-luciferase reporter, luminescence; 100% = signal with IL-6 EC80 alone. activation (% of control), % at 5.6 µM. 190,000 tested, 0.91% active. AID 871;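 active = activation above the screen-wide mean of compound activation plus 3 SD, cut at about 130% in these data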;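 also: 0% = background luminescence of wells with medium and substrate only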
#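 Material: human STAT1-deficient U3A cells with stable STAT3-luciferase reporter / Probe or stimulus: IL-6 stimulus at 33 ng/mL final / Schedule: 1 h compound pre-exposure, 6 h IL-6 stimulation, 37 °C / Technique: luminescence / Read-out basis: percent of IL-6-only median luminescence / Control set: IL-6-only high control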
# SRC2 TRFRET art – flags TR-FRET format artefacts in PPARgamma SRC-2 recruitment agonist screen; TR-FRET artefact counter-screen; hits give high values; TR-FRET ratio at 8 µM; 200,000 tested, 0.4% active; AID 1049; in the data active = TR-FRET ratio above about 2000; also: inactives centre near 1500
# TLR4-MyD88 BLA – inhibitors of human TLR4-MyD88 binding; O00206+Q99836; HeLa CL3-4 TLR4/MyD88 BLA complementation, FRET ratio; inhibition, % at 8.4 µM; 200,000 tested, 0.18% active; AID 861; in the data active = inhibition above about 25%;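 also: 0% = vehicle and 100% = reference inhibitor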
# Target sequence (O00206 whole entry, looked up): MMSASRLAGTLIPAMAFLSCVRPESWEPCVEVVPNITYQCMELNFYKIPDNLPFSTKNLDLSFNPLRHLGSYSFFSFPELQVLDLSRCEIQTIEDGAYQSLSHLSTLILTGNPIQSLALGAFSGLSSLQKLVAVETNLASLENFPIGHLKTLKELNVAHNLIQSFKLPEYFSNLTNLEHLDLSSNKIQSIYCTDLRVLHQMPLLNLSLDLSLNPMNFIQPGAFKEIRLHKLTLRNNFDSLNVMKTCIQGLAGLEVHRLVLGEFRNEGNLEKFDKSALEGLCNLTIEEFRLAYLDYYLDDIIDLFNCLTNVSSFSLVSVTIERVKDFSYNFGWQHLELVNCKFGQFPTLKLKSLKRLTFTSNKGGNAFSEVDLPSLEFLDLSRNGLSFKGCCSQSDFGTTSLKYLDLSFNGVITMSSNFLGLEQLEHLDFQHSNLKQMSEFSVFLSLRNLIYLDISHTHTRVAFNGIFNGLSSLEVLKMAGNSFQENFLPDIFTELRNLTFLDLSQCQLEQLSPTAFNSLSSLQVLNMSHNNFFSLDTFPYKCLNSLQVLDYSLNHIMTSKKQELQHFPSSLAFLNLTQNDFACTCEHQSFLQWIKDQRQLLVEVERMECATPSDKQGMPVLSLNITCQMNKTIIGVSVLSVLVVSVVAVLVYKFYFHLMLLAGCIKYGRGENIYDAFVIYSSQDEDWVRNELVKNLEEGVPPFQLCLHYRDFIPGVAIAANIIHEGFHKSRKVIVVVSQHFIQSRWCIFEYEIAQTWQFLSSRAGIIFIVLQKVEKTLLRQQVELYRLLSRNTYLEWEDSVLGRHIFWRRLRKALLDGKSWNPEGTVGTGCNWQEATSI
# Target sequence (Q99836 whole entry, looked up): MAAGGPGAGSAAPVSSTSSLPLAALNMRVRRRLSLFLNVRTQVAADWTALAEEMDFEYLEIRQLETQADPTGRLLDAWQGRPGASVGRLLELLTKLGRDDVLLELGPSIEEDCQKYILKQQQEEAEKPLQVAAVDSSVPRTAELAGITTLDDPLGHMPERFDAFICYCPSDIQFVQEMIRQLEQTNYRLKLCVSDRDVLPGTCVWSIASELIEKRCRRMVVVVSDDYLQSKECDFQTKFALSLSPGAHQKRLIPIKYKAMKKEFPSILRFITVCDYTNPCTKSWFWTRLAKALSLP
# PPARg SRC-3 ag – agonists of human PPARgamma SRC-3 coactivator recruitment | P37231 | biochemical PPARgamma/SRC-3 coactivator recruitment assay | activation, % at 8 µM | 200,000 tested, 0.26% active | AID 731; in the data active = activation above about 23%;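 also: 0% = DMSO and 100% = reference agonist; some compounds past the cut are filed as inactive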
# S1P3 antag – antagonists of human S1P3 receptor | inhibition, % at 4.98 µM | 170,000 tested, 0.27% active | CHO S1P3 NFAT-BLA reporter, FRET fluorescence, antagonist mode;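 active = inhibition above the plate cutoff, the mean inhibition of test wells on that plate plus 3 SD, cut at about 28% in these data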;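 also: cells challenged with S1P at its EC80 of 0.8 µM; blue over green emission ratio from cleaved BLA substrate after 4 h stimulation; 0% = S1P-stimulated wells and 100% = unstimulated DMSO-only wells; some compounds past the cut are filed as inactive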
# RAM network inh – inhibitors of the yeast RAM network; S. cerevisiae dse1pr::URA3 reporter, 5-FOA growth OD615, 2 d; analog-sensitive cbk1-as2 kinase mutant strain; inhibition, % at 50 µM; 190,000 tested, 1.8% active;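 active = inhibition above a set limit, 3 SD over mean compound inhibition, cut at about 8.4% in these data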;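 also: 0% = DMSO-only wells with no growth and 100% = 10 µM 1-NA-PP1 full growth; inhibition rescues growth on 5-FOA so higher OD means more RAM inhibition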
# STAT3 inh – inhibitors of IL-6 induced STAT3 signaling; 190,000 tested, 0.89% active; U3A cells, IL-6 STAT3-luciferase reporter, luminescence; host cell line lacks STAT1; inhibition, % at 5.5 µM;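 active = inhibition above the mean inhibition across all screened compounds plus 3 SD, cut at about 44% in these data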;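 also: 0% = DMSO only wells and 100% = 100 µM nifuroxazide control wells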
# PPARg SRC1 recr – agonists of human PPARgamma SRC-1 coactivator recruitment; P37231; PPARgamma-SRC-1 coactivator recruitment biochemical assay; activation, % at 8 µM; 200,000 tested, 0.41% active; AID 631; in the data active = activation above about 19%;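 also: 0% = DMSO and 100% = reference agonist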
# STAT1 inh – inhibitors of IFN-gamma induced STAT1 signaling; NIH 3T3 STAT1-luciferase reporter, luminescence; inhibition, % at 5.5 µM; 200,000 tested, 0.35% active;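 active = inhibition above a set limit, the mean inhibition across all tested compounds plus 3 SD, cut at about 34% in these data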;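 also: 0% = IFN-gamma with DMSO and 100% = IFN-gamma with 300 µM nifuroxazide; values of inactives mirror those of a sister screen read the other way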
# ROMK primary – modulators of human ROMK potassium channel; P48048; B-score at 10 µM; 130,000 tested, 2% active; Tet-inducible ROMK, thallium flux fluorescence; actives lie on both sides;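 active = signal ratio slope over the read window, or its plate-corrected B-score, at least 3 SD from the plate mean, either direction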;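 also: B-score of the F/F0 ratio slope over 7 to 12 s after thallium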
# Active calls of the source: *; nt = no result given. Rows were taken by chance; overall some 5.6% were active at least once.
SMILES,PPARg SRC-2 ag,STAT3 activator,SRC2 TRFRET art,TLR4-MyD88 BLA,PPARg SRC-3 ag,S1P3 antag,RAM network inh,STAT3 inh,PPARg SRC1 recr,STAT1 inh,ROMK primary
CC(C(=O)NCCN1CCOCC1)(c1ccccc1)c1ccccc1,0,106,1771,-3,0,-2,1.4,-3,7,-7,-0.12
COc1ccc(NC(=O)c2nc3nc(C)cc(C(F)F)n3n2)cc1OC,5,94,1712,0,4,-1,0.8,7,6,5,nt
COc1ccc2[nH]c3nc(SCC(=O)NNC(=O)c4ccc(OC)c(OC)c4)nnc3c2c1,3,108,1496,-27,5,nt,2.9,-2,8,-8,0.23
CCCn1c(C)cc(C(=O)COC(=O)c2nccnc2N)c1C,1,77,1668,6,0,12,-0.5,29,-3,31,nt
CCC(C)NCCOCCOc1ccc(F)cc1 (configuration not stated),0,102,1490,-9,2,nt,0.5,0,-6,-2,nt
CN1CCN(C(=O)Nc2ccc3c(c2)N(C)C(=O)c2ccccc2S3)CC1,5,99,1640,-2,2,14,2.9,3,0,9,0.16
CSCCC(NC(=O)C1CCC(C)CC1)C(=O)OCC(=O)c1ccc(Cl)cc1 (configuration not stated),5,101,1473,-5,2,6,6.1,1,-4,1,-0.35
O=c1c2c(-c3ccco3)csc2nc(SCc2cn3cccnc3n2)n1-c1ccccc1,6,115,1670,-5,3,-7,0.5,-12,6,-1,-0.0062
COc1ccc(OC(=O)CCc2c[nH]c3ccccc23)cc1,-6,95,1472,-6,0,-2,0.4,9,-3,2,0.36
CCN(CC)C(=O)CNC(=S)N(CCCN1CCOCC1)Cc1cccs1,-5,105,1369,8,-3,-2,0.3,-5,-5,-4,-0.4
COc1ccc(CC(=O)Nc2cccc(-c3ccc4nncn4n3)c2)cc1OC,-2,69,1673,-2,1,-15,4.0,38,0,13,-0.57
CCOC(=O)CNC(=O)CNC(=O)c1nn(-c2ccc(OC)c(Cl)c2)c(=O)c2ccccc12,-5,115,1505,-3,-2,-2,2.7,-17,0,-8,-0.54
NC(=O)CN1CCN(c2nc(-c3ccc(F)cc3)cs2)CC1,-7,95,1603,-1,8,nt,1.2,10,7,3,nt
O=C1c2ccccc2-c2nnc(-c3ccc(F)cc3)cc21,-10,55,1723,1,-1,-13,2.0,56*,2,-15,-0.12
O=S(=O)(c1ccccc1Cl)N1CCC(O)(c2cccnc2)CC1,0,102,1428,-3,-5,-7,0.8,0,-8,-9,-0.14
COc1ccc(CCN=C(NS(=O)(=O)c2ccc(Cl)cc2)c2ccccc2)cc1,13,94,1581,2,0,1,3.6,11,12,3,-2.7
COc1ccccc1C1C(C#N)=C(N)Oc2cc(C)n(Cc3ccccn3)c(=O)c21 (configuration not stated),-3,106,1420,7,-3,nt,1.0,-7,-4,-2,0.11
CCCCCCCCn1c(N2CCN(c3cccc(Cl)c3)CC2)nc2c1c(=O)[nH]c(=O)n2C,1,104,1542,-5,2,nt,9.1*,0,7,0,0.0029
Cc1oc2ccc(NS(=O)(=O)c3cccc4cccnc34)cc2c1C(=O)OC(C)C,-1,102,1494,-1,4,-3,2.2,-4,-2,0,nt
C(=N\n1cnnc1)/c1ccc(OCc2ccccc2)cc1,2,94,1610,-4,-5,20,0.0,14,-7,0,-1.2
CCCc1cc(-c2nc(-c3ccc(Cl)cc3)cs2)ccn1,11,92,1576,4,5,nt,-1.9,14,-4,-10,0.25
Cc1nc2c(ccc3nc(NC(=O)C(c4ccccc4)c4ccccc4)sc32)s1,5,99,1379,0,3,-15,5.4,1,-2,-7,0.0031
COc1cc(CNCc2cccs2)ccc1OCc1cccs1,0,107,1269,23,1,nt,0.1,-4,-2,-3,nt
CCCS(=O)(=O)N1CCC(C(=O)NC2CCC(C)CC2)CC1 (configuration not stated),-1,111,1568,-1,-3,3,0.2,-10,-2,-24,nt
O=C(NNS(=O)(=O)c1ccc(Br)cc1)c1sccc1-n1cccc1,7,102,1587,0,-2,3,2.1,-1,6,2,-0.99

# More compounds:
SMILES,PPARg SRC-2 ag,STAT3 activator,SRC2 TRFRET art,TLR4-MyD88 BLA,PPARg SRC-3 ag,S1P3 antag,RAM network inh,STAT3 inh,PPARg SRC1 recr,STAT1 inh,ROMK primary
CCNC(=O)CN(c1ccc(C)cc1)S(=O)(=O)c1ccc(SC)cc1,-1,92,1657,-4,14,-11,7.1,14,10,4,nt
COc1ccccc1CC(=O)NC1CCCc2ccccc21 (configuration not stated),3,88,1756,0,4,-1,0.4,24,11,9,-0.75
Cc1cc(C(=O)COc2ccc(C#N)cc2)c(C)n1-c1ccc2c(c1)OCO2,-16,106,1487,4,2,-8,3.0,-5,-6,6,1
CCCCCCN1CC(C(=O)OCC)C(=O)C1=O (configuration not stated),5,90,1531,-10,3,6,-1.4,11,2,5,nt
N#CC1=C(N)C(C#N)(C#N)C(c2cccnc2)C2CN(C(=O)OCc3ccccc3)CC=C12 (configuration not stated),3,97,1658,-3,5,nt,3.2,5,-5,20,nt
CCCCSc1nnc(CSc2nc3nc(C)cc(C)n3n2)o1,2,104,1423,-10,-4,nt,1.2,-6,1,-3,0.42
O=C(O)Cc1c(O)ccc2ccccc12,-3,127,1465,1,7,nt,-0.5,-30,4,-3,nt
CC1CC(C)(C)NC(=S)N1CCC(=O)N1CCc2ccccc21 (configuration not stated),0,106,1325,9,3,8,0.7,-3,7,5,-0.29
Cc1ccc(CNC(=O)CSc2n[nH]c(N)n2)cc1,-6,102,1353,15,-9,-60,-1.0,0,0,-1,nt
COc1ccc2c(c1)c1ncn(CCN3CCCCC3)c(=O)c1n2C,0,100,1463,-2,0,nt,1.8,2,-3,-3,nt
CCOC(=O)/N=C(/NC(=O)Nc1ccc(C(=O)OCC)cc1)OC,8,99,1455,1,-4,-43,1.0,5,2,-4,nt
Cc1ccccc1CC1(CO)CCCN(C(=O)c2cc(Cl)ccc2F)C1 (configuration not stated),5,91,1827,-24,-1,-1,0.3,16,-2,5,-1.4
Cc1ccc(S(=O)(=O)NC(C)C(c2cccs2)N2CCOCC2)cc1 (configuration not stated),0,98,1623,12,1,-2,0.1,2,6,8,0.79
CSCCNC(=O)c1ccc(C(C)(C)C)cc1,-6,99,1345,-2,1,-25,-1.3,4,-4,2,nt
O=[N+]([O-])c1ccccc1/C=C/C=N/N1CCCCC1,14,97,1685,-1,7,7,4.2,7,3,-60,-0.65
CNC(=S)NNC(=O)COc1cccc(C)c1C,-1,103,1610,-7,-4,nt,1.0,3,1,3,nt
O=C(O)CCC(=O)Nc1ccccc1C(=O)NC1CCCCC1,-5,104,1353,1,-6,-10,0.8,-2,-1,-2,nt
CCn1c(SCC(=O)NCCc2ccccc2)nc2c(c1=O)SC(C)C2 (configuration not stated),-12,106,1418,-8,-8,nt,-0.5,2,5,-3,nt
O=C(c1ccccc1)n1ccc(-c2cnc(-c3ccccc3)s2)n1,4,81,1625,-16,7,nt,7.2,28,1,-25,-0.45
CCOC(Cn1cc(C)c(=O)[nH]c1=O)OCC,-2,102,1515,6,-2,1,3.0,3,-2,3,-0.7
CCCC(OC(=O)CN1C(=O)COc2ccccc21)C(=O)NC1CCCC1 (configuration not stated),6,100,1589,-16,-1,-37,0.2,6,-2,-9,nt
CCOc1ccc(NC(=S)Nc2cc(-c3ccccc3)[nH]n2)cc1,-3,108,1415,-14,-4,nt,4.8,-4,-7,-3,nt
CC(=O)c1ccc(N2CCN(C(=O)c3ccc(OCc4c(C)noc4C)cc3)CC2)cc1,-1,104,1416,3,-12,-36,2.6,0,3,7,0.071
COc1ccc(C2=NOC(C(=O)NCc3cccs3)C2)cc1OC (configuration not stated),2,113,1407,3,-16,nt,1.0,-8,-2,-3,0.92
COc1cc(S(=O)(=O)N(C)C)ccc1F,3,107,1516,2,5,11,1.4,-5,3,-9,nt

# Overlap with the part before: 2 compounds; new compounds follow.
SMILES,PPARg SRC-2 ag,STAT3 activator,SRC2 TRFRET art,TLR4-MyD88 BLA,PPARg SRC-3 ag,S1P3 antag,RAM network inh,STAT3 inh,PPARg SRC1 recr,STAT1 inh,ROMK primary
COc1ccc(C2=NOC(C(=O)NCc3cccs3)C2)cc1OC (configuration not stated),2,113,1407,3,-16,nt,1.0,-8,-2,-3,0.92
COc1cc(S(=O)(=O)N(C)C)ccc1F,3,107,1516,2,5,11,1.4,-5,3,-9,nt
O=C(CS(=O)(=O)Cc1ccccc1)Nc1ncccn1,-7,106,1404,-3,-12,-6,0.3,-3,-6,-1,nt
Nc1nc(-c2cccnc2)nn1C(=O)COc1ccccc1,7,93,1662,1,1,31,0.5,9,-1,4,nt
CCN(c1ccc(NC(=O)CSc2nnc3nc(C)cc(C)n23)cc1)C(C)C,3,98,1521,4,5,nt,1.8,8,-1,-1,1.1
CC(C)(C)n1nc2c(c1NC(=O)c1cccs1)CS(=O)C2 (configuration not stated),-2,102,1476,-9,-7,-1,1.5,0,1,-4,nt
N#C/C(=C\c1cn[nH]c1-c1ccc(Cl)cc1)C(=O)NC1CC1,-7,105,1724,7,4,8,1.5,-7,1,-13,nt
CC(Sc1nnc(Cc2cccs2)n1C1CCCCC1)C(=O)NCc1ccco1 (configuration not stated),9,101,1528,0,6,nt,2.1,3,0,6,0.91
CCOC(=O)C1=NNC(C(=O)c2ccc(OC)cc2)C1c1ccccc1 (configuration not stated),7,102,1445,1,-2,nt,-0.3,4,5,7,0.0053
N/C(=N\OC(=O)/C=C/c1ccccc1Cl)c1ccncc1,0,91,1695,9,2,-3,-0.1,16,-1,-17,1.4
COc1ccccc1NC(=O)Cc1cccs1,17,100,1503,-4,15,12,-0.6,4,-1,-5,nt
Cc1noc(NS(=O)(=O)c2ccc(N/C=C/C(=O)c3ccc4c(c3)OCO4)cc2)c1C,9,113,1593,7,11,5,0.4,-6,1,-17,-0.0035
O=C(NC(Cc1ccccc1)C(=O)O)/C(=C/c1ccccc1)NC(=O)c1ccccc1 (configuration not stated),6,102,1448,-14,1,-2,0.0,-6,-2,-1,nt
Oc1ccccc1Nc1nc(NCc2ccccc2)c2ccccc2n1,0,91,1378,4,4,-4,-0.2,14,-4,-7,0.0064
O=c1cc(-c2ccc(O)cc2)oc2ccc(O)cc12,3,98,1619,7,4,-1,3.9,8,-4,-53,2.5*
COc1ccc(C(=O)NC(C(=O)NCC(=O)Nc2c(C)cccc2C)C(C)C)cc1 (configuration not stated),8,99,1703,-6,7,-13,1.1,-2,-3,12,0.35
COc1ccccc1N1CCN(C(=O)c2oc3ccc(F)cc3c2C)CC1,7,99,1540,-8,2,13,-0.8,2,6,15,-0.012
CCOC(=O)NC(=O)CSc1nc2ccc([N+](=O)[O-])cc2[nH]1,-3,96,1558,6,7,-3,1.1,10,9,-11,0.26

# Compound activity as filed in PubChem BioAssay.
